# ADAM10 inh: inhibitors of human ADAM10. O14672. recombinant ADAM10, EDANS/DABCYL FRET peptide cleavage, 3 h. inhibition, % at 7 µM. hit rate 0.62% among 370,000;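 active = inhibition above a per-campaign cutoff equal to the mean of compounds falling between control-based bounds plus 3 SD, cut at about 20% in these data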;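 note: 0% = DMSO wells while the 100% control is not disclosed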
# DAX1 inh-1: inhibits human nuclear receptor DAX1; P51843; HEK293 Gal4-DAX1 luciferase reporter, luminescence; inhibition, % at 6.75 µM; hit rate 0.99% among 340,000; AID 504766;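 active = inhibition above the mean over all tested compounds plus 3 SD, cut at about 4.2% in these data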;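 note: 0% = DAX1-transfected cells with DMSO and 100% = empty-vector control cells with DMSO; inhibition shows as a rise in luminescence from relieved DAX1 repression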
# ADAM17 inh: ADAM17 inhibition, QFRET primary screen; recombinant ADAM17, EDANS/DABCYL FRET peptide cleavage; AID 720648; inhibition, % at 6.95 µM; hit rate 0.83% among 370,000;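 active = inhibition above the mean of compounds lying between control limits plus 3 SD, set per campaign, cut at about 8.5% in these data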;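 note: 0% = DMSO-only wells as the low control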
# Target sequence (P78536 215-824 limits assumed): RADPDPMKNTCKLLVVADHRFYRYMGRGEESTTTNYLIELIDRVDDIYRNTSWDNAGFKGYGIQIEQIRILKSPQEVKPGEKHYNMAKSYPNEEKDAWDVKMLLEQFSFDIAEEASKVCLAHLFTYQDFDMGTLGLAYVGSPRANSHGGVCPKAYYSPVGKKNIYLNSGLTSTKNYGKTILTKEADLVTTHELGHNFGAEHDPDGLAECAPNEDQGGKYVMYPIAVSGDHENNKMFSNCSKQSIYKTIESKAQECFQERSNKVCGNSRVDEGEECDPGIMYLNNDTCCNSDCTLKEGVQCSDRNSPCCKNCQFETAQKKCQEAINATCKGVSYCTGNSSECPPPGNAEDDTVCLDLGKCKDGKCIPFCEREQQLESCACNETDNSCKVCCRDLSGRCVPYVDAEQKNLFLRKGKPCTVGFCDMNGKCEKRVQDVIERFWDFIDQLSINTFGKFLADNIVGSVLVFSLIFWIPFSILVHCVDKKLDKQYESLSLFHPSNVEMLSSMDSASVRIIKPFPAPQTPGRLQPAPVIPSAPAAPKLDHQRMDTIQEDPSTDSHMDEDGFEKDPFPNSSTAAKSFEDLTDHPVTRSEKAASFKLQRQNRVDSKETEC
# sPLA2-III inh: Inhibits HGIII-sPLA2 liposome hydrolysis, primary screen. Q9NZ20. QFRET BODIPY PC-A2 liposome hydrolysis, fluorescence. inhibition, % at 12.2 µM. hit rate 0.56% among 370,000. AID 743126;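 active = inhibition above mean plus 3 SD of compounds lying within the high and low control bounds, cut at about 19% in these data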;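 note: 0% = median of test compound wells and 100% = no enzyme DMSO wells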
# Target sequence (Q9NZ20 whole entry, looked up): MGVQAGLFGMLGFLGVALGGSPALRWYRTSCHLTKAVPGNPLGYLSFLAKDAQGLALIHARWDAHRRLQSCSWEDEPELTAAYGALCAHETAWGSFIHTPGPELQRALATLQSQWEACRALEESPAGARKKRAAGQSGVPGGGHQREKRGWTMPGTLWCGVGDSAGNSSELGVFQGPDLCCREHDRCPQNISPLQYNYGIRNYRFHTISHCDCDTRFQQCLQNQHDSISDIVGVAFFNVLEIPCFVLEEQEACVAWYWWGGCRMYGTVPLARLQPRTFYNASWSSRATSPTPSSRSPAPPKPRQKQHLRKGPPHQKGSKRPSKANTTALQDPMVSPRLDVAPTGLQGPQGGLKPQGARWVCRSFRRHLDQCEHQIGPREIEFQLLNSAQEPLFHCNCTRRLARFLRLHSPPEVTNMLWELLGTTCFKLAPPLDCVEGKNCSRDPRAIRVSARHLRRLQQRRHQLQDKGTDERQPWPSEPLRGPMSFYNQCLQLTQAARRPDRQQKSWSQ
# hgDAF12 agonist: agonists of H. glycines DAF-12 nuclear receptor; HEK293 GAL4-hgDAF12 UAS-luciferase reporter, agonist luminescence; normalized to butyrate control; activation, % at 6.8 µM; hit rate 1.8% among 370,000; AID 687014;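 active = activation above a cutoff set at the mean of all screened compounds plus 3 SD, cut at about 10% in these data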;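 note: 0% = DMSO wells and 100% = sodium butyrate wells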
# DAX1 inh-2: DAX1 (NR0B1) inhibition, primary screen; HEK293T StAR-luciferase reporter, SF-1/DAX-1 repression relief; inhibition, % at 6.8 µM; hit rate 1.1% among 370,000; AID 652010;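 active = inhibition above the mean over all tested compounds plus 3 SD, cut at about 3.6% in these data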;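 note: 0% = DAX-1 cells with DMSO and 100% = cells lacking DAX-1 with DMSO; higher inhibition means more luminescence from relief of DAX-1 repression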
# GAA850 FXN act: increases GAA850 frataxin promoter reporter activity | HEK293 lucGAA850 FXN promoter luciferase reporter, 24 h; percent of 10 µM SAHA response | activation, % at 6 µM | hit rate 0.56% among 360,000 | AID 540364;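 active = activation above the average of all compounds screened plus 3 SD, cutoff fixed separately per campaign, cut at about 7.5% in these data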;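 note: 0% = DMSO wells and 100% = 10 µM SAHA wells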
# ssDAF12 agonist: activates DAF-12 receptor from parasite S. stercoralis | HEK293 ssDAF-12/GRIP1 lit1-tk-luc reporter, luminescence; % of 3 µM dafachronic acid response | activation, % at 6.8 µM | hit rate 1% among 370,000;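 active = activation above the mean over all tested compounds plus 3 SD, cut at about 0.9% in these data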;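 note: 0% = DMSO-only wells and 100% = 3 µM delta7-dafachronic acid wells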
# PLC-beta3 inh: inhibitors of human phospholipase C beta3 | Q01970 | Purified PLC-beta3, fluorogenic substrate, fluorescence | inhibition, % at 12.2 µM | hit rate 0.18% among 370,000 | AID 720704; in the data active = inhibition above about 11%;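 note: 0% = median of compound wells on plate and 100% = full blocker control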
# hcDAF-12 act: activators of H. contortus DAF-12 nuclear receptor; HEK293 hcDAF-12 lit1-tk-luc reporter, luminescence; 0% DMSO, 100% Δ7-dafachronic acid; activation, % at 6.8 µM; hit rate 1.4% among 370,000;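 active = activation above the mean of all tested compounds plus 3 SD, cut at about 5.5% in these data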;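 note: 100% = response to 3 µM Δ7-dafachronic acid high control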
# PLCg1 inh: PLC-gamma1 (human) inhibition, primary screen; purified PLC-gamma1, fluorogenic substrate, fluorescence; hit rate 0.84% among 370,000; inhibition, % at 12.2 µM; AID 720700; P19174; in the data active = inhibition above about 9.5%
# Starred values were filed as active, the others as inactive; i = inactive; . = not tested or not shown; & = joins results of further samples. This is a subset; count on the stated rates, not on these rows.
SMILES,ADAM10 inh,DAX1 inh-1,ADAM17 inh,sPLA2-III inh,hgDAF12 agonist,DAX1 inh-2,GAA850 FXN act,ssDAF12 agonist,PLC-beta3 inh,hcDAF-12 act,PLCg1 inh
C[C@@H]1CN([C@H](C)CO)C(=O)CCCn2nncc2CO[C@@H]1CN(C)C(=O)Oc1ccccc1,-3,0.5,0,1,-1.2,0.3,1.9,-1.2,-1,0.5,0
Nc1cccc2c1Cc1cc([N+](=O)[O-])ccc1-2,-5,0.7,-2,10,3.4,0.5,5.3,-0.5,-7,2.5,-3
COc1ccc(CC2=NCCc3cc(OC)c(OC)cc32)cc1OC,i,.,i,-3,-0.4,-1.3,-2.5,-1.3,i,-2.8,i
CC(c1ccccc1)[n+]1ccccc1 (centres undefined),2,0.0,-1,5,0.1,-0.6,-0.7,-0.8,0,-1.0,-3
Nc1c2c(nc3sc4c(c13)CCCCC4)CCCC2,-3,-0.5,-2,6,6.2,1.8,3.6,-0.5,-5,3.3,-3
CN1C(=O)/C(=C/C=C/c2ccco2)C(=O)NC1=S,-11,-0.1,-4,-7,0.5,0.4,1.6,-0.9,-35,0.0,-14
Cc1ccc(-n2c(O)c(/C=N/NC(=O)c3ccncc3)c(=O)[nH]c2=O)cc1,-30,-0.8,-10,-3,5.8,0.0,-1.1,-1.7,-40,-1.0,-32
CC(C)(C)C(=O)OC[N+](C)(C)CCOC(=O)C(O)(c1ccccc1)C1CCCC1 (centres undefined),-2,1.0,0,-1,-3.6,0.4,1.2,-1.3,-5,-1.2,0
CN1CCc2nc3sc(C#N)c(N)c3c(-c3cccs3)c2C1,-5,-0.2,-4,8,1.0,-0.9,-0.7,-1.4,-81,-0.9,-56
O=C1NC(=O)C(=Cc2ccc(Sc3ccccc3)o2)C(=O)N1,-4,4.2,-3,3,-0.6,-0.4,3.6,-1.5,-17,-1.7,-10
Cc1cc(C)c(N=Cc2c(O)[nH]c(=O)[nH]c2=O)c(C)c1,3,0.6,-3,3,-0.8,0.3,4.3,-1.6,-21,-0.1,-12
CN1C(=O)C(C2CCCCC2)C(=O)N(C)C1=O,-4,0.1,-2,4,3.8,0.8,-2.1,-1.0,0,-0.5,-1

# Structures above containing a thiophene ring, fused or not, in the order listed:
SMILES,ADAM10 inh,DAX1 inh-1,ADAM17 inh,sPLA2-III inh,hgDAF12 agonist,DAX1 inh-2,GAA850 FXN act,ssDAF12 agonist,PLC-beta3 inh,hcDAF-12 act,PLCg1 inh
Nc1c2c(nc3sc4c(c13)CCCCC4)CCCC2,-3,-0.5,-2,6,6.2,1.8,3.6,-0.5,-5,3.3,-3
CN1CCc2nc3sc(C#N)c(N)c3c(-c3cccs3)c2C1,-5,-0.2,-4,8,1.0,-0.9,-0.7,-1.4,-81,-0.9,-56

# Next section:
SMILES,ADAM10 inh,DAX1 inh-1,ADAM17 inh,sPLA2-III inh,hgDAF12 agonist,DAX1 inh-2,GAA850 FXN act,ssDAF12 agonist,PLC-beta3 inh,hcDAF-12 act,PLCg1 inh
COC(=O)CCCCC1SCC(NC(=O)c2ccccc2)C1Cl (centres undefined),-2,-0.5,-2,0,-2.8,1.2,0.6,-1.4,0,-0.1,1
COc1ccc(CCNCc2ccccc2)cc1,-11,0.7,-5,13,-0.1,-0.4,1.2,-1.1,-3,-0.9,5
COc1ccc(CN2CCCC(C(=O)c3sccc3C)C2)cc1O (centres undefined),7,0.6,1,-11,3.8,0.8,0.5,-1.3,7,-0.1,5
ClCCOCCCl,-4,0.9,-5,4,-1.2,0.5,-0.8,-1.1,-1,0.1,0
COC1=CC=C2[C@H]3Cc4ccc(OC)c5c4[C@@]2(CCN3C)[C@H]1O5,1,0.7,-5,-2,0.1,0.0,-1.7,-0.9,-7,-1.7,-3
CN1C[C@H](O)[C@H]2C[C@@H]1c1ccccc1O2,-15,.,-4,7,-2.9,0.9,.,-0.8,1,-1.4,0
CN1Cc2cnnn2-c2ccccc2C1c1ccccc1 (centres undefined),-13,0.2,-3,4,-1.4,0.0,1.7,-0.7,-1,-0.4,0
C=CCn1c(O)c(C(C)=NCCC2=CCCCC2)c(=O)[nH]c1=O,-4,0.2,-3,0,2.6,-0.2,1.2,-2.3,1,-0.8,2
Nc1ccc(Br)cc1,-10,0.5,-3,4,1.0,0.2,1.7,-0.5,-7,0.3,0
CCCc1nc2ccccc2c(=O)n1-c1ccc(OC)cc1,1,0.8,-1,-2,-1.6,-0.5,1.1,-1.1,4,-0.7,4
O=C1/C(=C/c2cccnc2)N2CCC1CC2,1,-1.9,-6,6,1.3,-0.3,-0.8,-1.1,-1,0.6,0
CC(=O)c1cn(Cc2ccc(F)cc2)c2ccccc12,2,0.4,-2,-5,-4.0,-1.1,2.9,-1.4,-3,-0.9,-3
COC(=O)C1=C(c2ccc(-c3ccccc3)c(F)c2)C[C@@H]2CC[C@H]1N2C(=O)NCCNC(C)=O,7,0.2,2,-2,-1.8,-0.3,-0.5,-1.6,3,-4.1,-129
CCCCn1c(NS(=O)(=O)c2ccccc2)c(C(=O)OCC)c2nc3ccccc3nc21,i,-2.0,-412,-24,-6.4,-1.7,-1.7,-0.8,i,2.9,i
C=CCn1c(O)c(C(C)=NCc2ccco2)c(=O)[nH]c1=O,4,1.8,0,0,0.0,0.8,-4.7,-0.9,0,-1.8,1
CCN(CC)P(c1n(C)cc[n+]1C)N(CC)CC,2,6.2*,0,-3,-0.1,-0.1,0.2,-0.8,1,-1.4,2
O=C(Cc1cc(=O)oc2cc(O)ccc12)NN=Cc1ccc(N(CCCl)CCCl)cc1,i,1.1,i,-30,-3.6,-2.6,-1.2,-1.5,i,-2.0,i
Cc1ccc(NP(=O)(Oc2ccccc2F)Oc2ccccc2F)cc1C,26*,-1.6,9.6*,-31,-2.5,-0.3,3.2,-1.2,5,-0.6,3
COc1ccc(C(=O)C2(C)N(O)C(C)C(c3cccs3)=[N+]2[O-])cc1 (centres undefined),2,-0.5,-1,3,-1.9,0.1,-2.0,-1.1,4,0.1,5
COc1ccccc1CC(=O)N1CCN(CCc2ccccc2)CC1,4,-0.2,0,-2,-1.9,-0.2,2.3,-0.6,-2,-2.2,4
O=c1c2ccccc2ncn1-c1ccc([N+](=O)[O-])c(C(F)(F)F)c1,-7,-0.3,3,6,-1.8,-0.5,0.6,-1.0,6,-3.6,3
C[C@]12CCC3C(CC[C@H]4[C@H](O)[C@H](O)CC[C@]34C)C1CC[C@@H]2O (some centres undefined),-8,0.3,-5,12,-3.3,-0.7,-0.6,-0.8,0,-1.0,1
O=c1[nH]c(=O)n(CCc2ccccc2)c(O)c1C=NCCN1CCNCC1,-2,-0.7,3,5,2.1,0.4,-1.0,-0.9,2,-1.2,4
N#CC1=C(N)Oc2c(c(=O)oc3ccccc23)C1c1cccnc1 (centres undefined),-1,-1.3,-5,7,-3.1,-0.3,-3.5,-1.1,2,-0.3,-3
CCCNC(=O)N1[C@H]2CC[C@@H]1C(C(=O)OC)=C(c1ccc(C(C)=O)cc1)C2,-2,1.7,-3,-3,0.2,0.0,0.3,-1.5,1,-0.9,-1
Cc1cc(C)nc(-n2c(C)nc3cc(Cl)ccc3c2=O)c1,-3,1.1,2,5,-0.1,0.0,0.4,-1.1,4,-1.8,4
Cc1cc(N2CCNC[C@@H]2C)ccc1N1CC[C@H](O)C1,-5,.,-3,-6,0.8,-0.1,.,-0.5,-4,-0.3,-10
C=CCn1c(O)c(C(CC)=Nc2ccc(N(CC)CC)cc2)c(=O)[nH]c1=O,-5,-0.5,-1,0,-2.0,-0.8,-1.8,-1.1,-1,-0.5,-3
C=CCn1c(O)c(C=NC2CCN(Cc3ccccc3)CC2)c(=O)[nH]c1=O,-3,-0.1,-4,10,3.2,0.0,0.0,-1.4,-8,-0.5,-1
CCOc1ccc(N2C(=O)NC(=O)/C(=C/c3cnc(SC)nc3)C2=O)cc1,-3,0.0,-5,3,3.6,0.2,1.1,-1.4,-3,-0.2,-3
COc1ccc(-n2nnnc2C(c2ccccc2)N2CCC(n3c(=O)[nH]c4ccccc43)CC2)cc1 (centres undefined),2,.,-1,-2,-5.4,-3.8,.,-1.6,2,-2.6,4
C=C(C)C1(CCCC)C(=O)NC(=S)NC1=O,-13,1.4,-3,3,1.3,0.3,-0.3,-0.3,3,-0.2,-3
COC(=O)C1=C(c2ccc(F)cc2OCc2ccccc2)C[C@@H]2CC[C@H]1N2C(=O)N1CCC(O)(c2ccc(Cl)cc2)CC1,5,0.7,6,-19,-1.8,-0.1,-3.4,-1.2,1,-1.4,0
CC(C(=O)Nc1ccc(Br)cc1C(=O)c1ccccc1)N1CCCCC1 (centres undefined),-3,-0.2,-4,3,-0.3,-0.5,-1.5,-2.0,0,0.0,0
CN1CC[C@@]2(C)c3cc(O)ccc3N(C)[C@@H]12,-40&-37,-0.5&-0.4,-15&-9,10&-1,-5.6&-0.8,-0.9&-0.1,-1.3&-0.8,0.0&-1.3,-45&-33,-0.8&-3.7,-31&-22
Clc1cccc(N2Cc3cc(-c4ccccc4)ccc3-n3nncc3C2)c1,-9,.,-1,1,-5.8,-4.5,.,-0.8,-3,-1.4,12*

# 3 compounds from above, arranged by molar mass, largest number first.
SMILES,ADAM10 inh,DAX1 inh-1,ADAM17 inh,sPLA2-III inh,hgDAF12 agonist,DAX1 inh-2,GAA850 FXN act,ssDAF12 agonist,PLC-beta3 inh,hcDAF-12 act,PLCg1 inh
Clc1cccc(N2Cc3cc(-c4ccccc4)ccc3-n3nncc3C2)c1,-9,.,-1,1,-5.8,-4.5,.,-0.8,-3,-1.4,12*
Cc1cc(C)nc(-n2c(C)nc3cc(Cl)ccc3c2=O)c1,-3,1.1,2,5,-0.1,0.0,0.4,-1.1,4,-1.8,4
C=C(C)C1(CCCC)C(=O)NC(=S)NC1=O,-13,1.4,-3,3,1.3,0.3,-0.3,-0.3,3,-0.2,-3

# Later entries:
SMILES,ADAM10 inh,DAX1 inh-1,ADAM17 inh,sPLA2-III inh,hgDAF12 agonist,DAX1 inh-2,GAA850 FXN act,ssDAF12 agonist,PLC-beta3 inh,hcDAF-12 act,PLCg1 inh
Oc1ccccc1-[n+]1c(-c2ccccc2)cc(-c2ccccc2)c(O)c1-c1ccccc1,5,1.1,3,-29,0.3,-0.8,0.8,-0.8,-15,-1.2,-12
Cc1ccc(/C=C2/C(=O)NC(=O)N(CC3CCCO3)C2=O)s1 (centres undefined),-2,0.0,0,0,1.6,0.4,1.6,-1.5,1,-0.4,0
CC(=O)N1c2ccccc2C(c2ccccc2)=NCC1C(=O)NCc1ccccc1 (centres undefined),-3,.,-1,1,-1.3,0.4,.,-0.7,-2,-1.8,-1
O=C(N/N=C1/CN2CCC1CC2)c1cc2ccccc2cc1O,-2,-0.4,1,2,-1.5,-0.7,-1.0,-0.6,-84,-0.5,-70
C=C[C@@H]1C2=CCOC(=O)C2=CO[C@H]1O[C@@H]1O[C@H](CO)[C@@H](O)[C@H](O)[C@H]1O,9,0.4,-1,1,0.5,-0.2,0.9,-1.1,2,-1.9,-3

# High-throughput results deposited in PubChem BioAssay by The Scripps Research Institute Molecular Screening Center.
